MITF primary – inhibitors of human MITF | 650,000 tested, 0.91% active | AlphaScreen MITF homodimerization, bead proximity signal | inhibition, % at 2.6 µM; in the data active means inhibition above about 50%;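 further: 0% = vehicle wells with protein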
Target sequence (O75030 whole entry, looked up): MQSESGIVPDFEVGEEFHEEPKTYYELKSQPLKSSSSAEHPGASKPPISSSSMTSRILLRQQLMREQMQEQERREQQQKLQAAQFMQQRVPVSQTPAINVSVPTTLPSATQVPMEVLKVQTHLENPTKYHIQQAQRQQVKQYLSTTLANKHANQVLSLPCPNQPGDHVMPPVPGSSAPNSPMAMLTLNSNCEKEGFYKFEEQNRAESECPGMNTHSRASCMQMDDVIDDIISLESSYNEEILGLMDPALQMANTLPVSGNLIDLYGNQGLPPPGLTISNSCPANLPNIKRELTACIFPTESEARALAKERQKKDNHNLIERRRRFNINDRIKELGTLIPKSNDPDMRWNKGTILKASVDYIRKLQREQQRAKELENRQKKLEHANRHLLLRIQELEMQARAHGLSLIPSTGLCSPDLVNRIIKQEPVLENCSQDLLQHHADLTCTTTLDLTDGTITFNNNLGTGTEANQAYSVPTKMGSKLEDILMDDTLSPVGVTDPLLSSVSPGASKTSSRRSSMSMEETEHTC
TEAD-YAP inh – TEAD-YAP interaction inhibition. inhibition, % at 9.12 µM. 640,000 tested, 1.4% active. HEK-TIYL cells, TEAD-Gal4/YAP UAS-luciferase luminescence. AID 1259422; in the data active means inhibition above about 32%;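 further: 0% = median of test compound wells and 100% = reference inhibitor wells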
GPR151 ag – activators of human GPR151 | Q8TDV0 | PathHunter beta-arrestin GPR151 cells, luminescence | activation, % at 11.2 µM | 650,000 tested, 1% active | AID 1508602; in the data active means activation above about 4.9%;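 further: 0% = median of compound wells and 100% = cells with positive control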
Target sequence (Q8TDV0 whole entry, looked up): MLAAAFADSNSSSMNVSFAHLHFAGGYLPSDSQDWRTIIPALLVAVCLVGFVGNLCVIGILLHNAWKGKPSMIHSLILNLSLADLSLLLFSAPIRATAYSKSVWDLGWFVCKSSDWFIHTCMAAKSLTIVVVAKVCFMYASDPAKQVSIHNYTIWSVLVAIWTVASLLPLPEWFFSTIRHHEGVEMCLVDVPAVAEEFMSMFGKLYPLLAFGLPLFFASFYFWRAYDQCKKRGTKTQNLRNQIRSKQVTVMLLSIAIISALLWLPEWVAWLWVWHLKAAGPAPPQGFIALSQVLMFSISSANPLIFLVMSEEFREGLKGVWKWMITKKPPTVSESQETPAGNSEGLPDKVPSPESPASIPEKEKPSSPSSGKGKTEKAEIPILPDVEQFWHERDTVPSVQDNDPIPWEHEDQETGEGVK
FBW7 act – human FBW7 E3 ligase activation, primary screen. AID 1259310. AlphaScreen FBW7–phospho-cyclin E peptide binding, activator screen. Q969H0. 650,000 tested, 0.13% active. normalized activity (activation), % at 26.1 µM; in the data active means normalized activity above about 1.9%;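 further: purified mutant Fbw7 with reduced substrate affinity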
* hit, by the source's call.

SMILES | MITF primary | TEAD-YAP inh | GPR151 ag | FBW7 act
COc1ccc(/C=C2\N=C(c3cc(OC)c(OC)c(OC)c3)OC2=O)cc1OC(C)=O | -13.0 | -12.5 | -1.7 | 0.1
c1ccc2c(c1)C(=NN1CCOCC1)c1ccccc1-2 | 22.2 | 29.5 | 0.1 | 0.4
Cc1cc(N2C(=O)CSC2c2ccccc2Br)ccc1Br (stereo not given) | 2.1 | 7.7 | -0.2 | 0.0
COCCn1c(=S)[nH]c2cc(C(=O)NCc3ccccc3Cl)ccc2c1=O | 12.4 | 10.8 | 0.2 | 0.8
Cc1ccc(/C=C(\C#N)c2nc3ccccc3c(=O)[nH]2)cc1 | 7.4 | -7.1 | 0.3 | 0.1
COc1ccc(-c2cc(-c3ccccc3)nc(SCC(=O)N3CCCCC3)c2C#N)cc1 | -1.0 | -3.5 | 0.3 | 0.0
O=C(Nc1ncc([N+](=O)[O-])s1)c1ccc(Br)cc1F | -4.8 | 84.8* | -12.3 | 0.1
O=C1CCCN1CCn1cnc2c(NC3CC3)nc(-c3cccs3)nc21 | 17.5 | 13.9 | -0.5 | 0.1
CC1(C)Cc2c(cnn2-c2ccccc2)C(=O)N(Cc2ccccc2)C1=O | 7.0 | 4.9 | 0.6 | 0.0
CC(=O)c1ccc2c(c1)OCCOCCOc1ccc(C(C)=O)cc1OCCO2 | 11.5 | 3.8 | -0.3 | 0.1
CC(C)(C)S(=O)(=O)c1ccccc1-c1noc(-c2ccccc2)c1C(N)=O | -1.9 | -0.6 | -0.6 | 0.0
O=[N+]([O-])c1cccc(NC(=S)N2CCC3(CC2)OCCO3)c1 | 3.6 | -2.0 | 1.4 | -0.2
CN(CCc1ccccn1)C(=O)CCC1CCCN(C(=O)Cn2nc3ccccc3n2)C1 (stereo not given) | 4.1 | 14.4 | 0.3 | 0.0
CC(C)(C)c1ccc(C2=N/C(=C/c3ccccc3[N+](=O)[O-])C(=O)O2)cc1 | 0.8 | -4.2 | -1.8 | 0.1
CCN(CC)c1nc(C)nc2sc(C(=O)N3CCN(c4ccccc4)CC3)c(C)c12 | 3.4 | 8.1 | 1.5 | -0.1
C/C(CC(=O)NC1CCCC1)=N\NC(=O)COc1ccc(C)cc1Br | -16.1 | -13.6 | -0.9 | 0.0
Cc1ccccc1Cn1ccc(NC(=O)c2onc(C)c2Cl)n1 | 8.7 | -15.3 | -0.4 | 0.2
O=C1CCC(=O)N1CNc1ccc(-c2ccccc2)cc1 | 10.3 | -37.9 | 0.5 | -0.1
O=C(O)CNc1nc2nc[nH]c2c(=O)[nH]1 | -1.1 | -5.1 | -0.2 | -0.3
Nc1nn(S(=O)(=O)c2ccccc2)cc1-c1cccc([N+](=O)[O-])c1 | -1.9 | -1.2 | 0.1 | 0.1
CCOc1cc(CN2CCN(C(=O)c3ccc(F)cc3)CC2)ccc1OC | 29.5 | 2.4 | 1.4 | 0.1
Cc1nc(N)c(C#N)c(-c2cccnc2)c1-c1ccccc1 | 23.7 | -10.9 | 1.2 | 0.0
O=C(NC(=S)Nc1ccc(N2CCCCC2)cc1)c1ccc(Cl)cc1 | 6.9 | 2.6 | 1.0 | 0.2
CCCNc1nc(NCCCN2CCCC2=O)nc2nc[nH]c12 | -6.0 | 1.9 | 0.4 | 0.0
O=C(NCC1CCCN(Cc2nc3ccccc3s2)C1)c1ccc2c(c1)OCO2 (stereo not given) | -2.5 | 4.9 | 0.0 | 0.0

(list continues)
SMILES | MITF primary | TEAD-YAP inh | GPR151 ag | FBW7 act
CCC(Sc1nc(C)cc(C)n1)C(=O)Nc1sc2c(c1C(N)=O)CCCC2 (stereo not given) | 16.3 | 3.2 | -0.5 | -0.1
Cc1ccc(Cl)cc1N1CCN(CCNC(=O)CC2Oc3ccccc3NC2=O)CC1 (stereo not given) | 8.2 | 13.5 | -0.9 | 0.5
Cc1ccc(NC(=O)C(C)N2C(=O)C3CC=C(Cl)CC3C2=O)cc1[N+](=O)[O-] (stereo not given) | 11.0 | 11.6 | 0.4 | 0.7
CCc1ccc(NCN2C(=O)CCC2=O)cc1 | 7.8 | 0.3 | -1.0 | 0.1
COc1cccc(-c2nnc(SCC(=O)N(C)C)n2C)c1 | -8.6 | -6.2 | 2.5 | 0.3
Cc1nc(SC2CCCCC2=O)c(C#N)c(-c2cccs2)c1C(=O)Nc1ccccc1 (stereo not given) | 3.4 | 8.3 | 5.1* | 0.0
CC(NC(=O)CNC(=S)N(Cc1ccccc1F)C1CCCCC1)c1ccccc1 (stereo not given) | 6.9 | -3.3 | -0.6 | 0.0
CCOc1cc(/C=C(\C#N)C(=O)OC(C)C)cc(Cl)c1OCC(=O)N(C)C | -4.1 | 0.6 | 1.0 | -0.1
COc1ccccc1CCN=C(N)NS(C)(=O)=O | -0.1 | -1.3 | 2.3 | 0.3
COc1ccccc1NC(=O)COc1ccc(Br)cc1C(=O)O | 20.4 | 6.1 | -2.6 | 0.4
CC(=O)c1nnn(-c2ccccc2)c1Nc1ccccc1 | -13.9 | 5.5 | -0.9 | 0.0
COc1ccc(Nc2cc(-c3cncc(-c4ccc(F)cc4)c3)nc(C)n2)cc1 | -10.0 | 1.4 | 2.7 | 0.0
O=c1c2ccccc2nc(SCc2csc3ccc(Cl)cc23)n1CCC1=CCCCC1 | -17.2 | -1.7 | -1.4 | -0.1
Cc1ccccc1OCC(=O)Nc1cccc(N(C)S(C)(=O)=O)c1 | 7.0 | -21.8 | -0.4 | 0.0
COCCNC(=O)c1ccccc1NC(=O)c1ccc(NS(C)(=O)=O)cc1 | 13.2 | -1.6 | -0.6 | 0.1
CC(=O)C1=NN(c2ccc(C)cc2)C2C(=O)N(c3cccc(Cl)c3)C(=O)C12 (stereo not given) | -15.7 | -4.2 | 2.4 | 0.0
CC(C)C(=O)Nc1ccc(S(=O)(=O)NCC(c2cccs2)N(C)C)cc1 (stereo not given) | 10.5 | 11.0 | -0.2 | 0.1
CS(=O)(=O)C1=C(O)C(=O)N(c2ccc(O)cc2)C1c1ccccc1 (stereo not given) | -10.3 | -0.4 | -1.0 | -0.2
Nc1ccc(C(=O)N/N=C/c2cccc([N+](=O)[O-])c2)cc1 | -5.4 | -19.9 | -0.3 | -0.1
O=C(NN=C1CCCCC1)c1ccc(O)cc1 | -16.8 | -6.8 | -0.2 | -0.3
CCC(C)NC(=O)C1CC1c1ccccc1 (stereo not given) | 2.5 | -7.6 | 0.2 | -0.1
CCc1ccccc1N(C)C(=O)c1cccc2c1SCCC2=O | 7.3 | 15.7 | 0.2 | -0.3
CCOC(=O)C1=C(C)N=c2s/c(=C\c3ccccc3OC(C)=O)c(=O)n2C1c1cccs1 (stereo not given) | 14.1 | 2.4 | -2.0 | 0.3
CC1(C)CC2(CCO1)N1CC3([N+](=O)[O-])CN2CC([N+](=O)[O-])(C1)C3(C)C (stereo not given) | -1.1 | 3.1 | 0.1 | -0.3
CC1(Cc2ccc(Cl)s2)C(=O)Nc2ccc(F)cc21 (stereo not given) | -4.5 | -4.7 | 1.6 | -0.2

Further compounds:
SMILES | MITF primary | TEAD-YAP inh | GPR151 ag | FBW7 act
CCOc1cccc(CN2CCCC(C(=O)Nc3cccc(-n4cccn4)c3)C2)c1 (stereo not given) | 2.2 | 0.0 | -0.8 | 0.4
CCOC(=O)c1c(NC(=O)c2ccccc2C(=O)O)sc(C)c1-c1ccccc1 | -5.8 | 5.3 | 0.7 | -0.1
Nc1nnc(CCC(=O)c2ccccc2)s1 | 19.9 | -9.4 | -1.2 | 0.0
Cc1ccc(S(=O)(=O)NCC(=O)OCc2nnc(-c3ccccc3)o2)cc1C | 20.0 | -14.8 | 1.9 | 0.0
CCOc1cc2c(cc1OCC)C(C(=O)O)C(c1ccc(F)cc1Cl)N(C)C2=O (stereo not given) | 11.9 | 9.1 | -0.6 | -0.1
COc1cccc(-c2cc(C(=O)NCCCn3ccnc3)c3ccccc3n2)c1 | 3.2 | 8.2 | 7.2* | -0.4
C=CCNC(=O)c1cc(-c2ccc(C)s2)nc2ccccc12 | 14.4 | 0.0 | -0.3 | 0.1
COc1cccc(N2C(=O)CN(C(=O)Cn3cnc4ccccc43)CC2C)c1 (stereo not given) | 8.5 | -1.7 | 0.2 | 0.1
CC(C)(C)C(=O)Nc1cccc(C#N)c1 | -2.9 | -5.1 | -0.5 | 0.1
CN(c1ccccc1C(=O)Nc1cc(C(F)(F)F)ccc1Cl)S(C)(=O)=O | 11.1 | 5.5 | -0.3 | 0.2
CCN(CC)CCNC(=O)c1sc2nc(C)cc(C)c2c1-n1cccc1 | -6.4 | -1.2 | -0.3 | 0.3
CC(C)CCn1c(SCc2csc3ccc(Cl)cc23)nc2ccsc2c1=O | -5.5 | -3.2 | -0.9 | -0.2
CCCn1c(CCC(=O)NCCc2cc(OC)ccc2OC)nc2cccnc21 | -0.3 | 0.2 | 1.0 | -0.1
COc1ccc(-c2c(C)nn3c(NCCO)c(C)c(C)nc23)cc1 | 1.4 | -18.2 | 0.1 | 0.0
C=CCN=C1NN=C(c2cc(C)n(CC=C)c2C)CS1 | -1.8 | 89.4* | -2.6 | -0.2
O=C(c1ccc(CSCc2c(F)cccc2Cl)o1)N1CCc2ccccc21 | 2.7 | -0.1 | 0.4 | 0.1
CCOC(=O)c1cc(C)n(CC2CCC(C(=O)Nc3cccc(C(C)=O)c3)CC2)c1C (stereo not given) | 4.7 | 1.8 | -0.9 | 0.0
Oc1ccccc1CNc1nnc(SCc2ccc(F)cc2)s1 | -3.5 | -9.0 | 1.2 | -0.2
COc1ccc(OC)c(C2NC(=O)NC(C)=C2C(=O)Nc2cc(C)cc(C)c2)c1 (stereo not given) | 20.4 | -2.8 | -0.5 | 0.1
COCCNC(=O)Cn1c(=O)n(-c2ccc(F)cc2F)c(=O)c2sccc21 | 6.9 | -5.8 | 3.9 | 0.0
CC1CN(Cc2cccc(F)c2)CC(C)O1 (stereo not given) | 25.5 | 4.1 | -1.9 | 0.2
Cc1nn(-c2ccccc2)c2sc(C(=O)Nc3cccc4ccccc34)cc12 | -4.7 | -8.9 | -0.1 | -0.1
O=C(CSc1ccccc1C(=O)O)NCCc1ccccc1 | -13.8 | -6.3 | -0.1 | 0.3
O=C(OCC(=O)c1ccc(Br)s1)c1ccc(O)cc1 | 10.3 | -6.9 | 1.5 | 0.1
COc1ccccc1OCC(=O)N/N=C/c1ccc([N+](=O)[O-])cc1 | -23.7 | 0.4 | 1.8 | 0.0

Complete entries, quoted from the list. Values in the order: MITF primary | TEAD-YAP inh | GPR151 ag | FBW7 act
CN(c1ccccc1C(=O)Nc1cc(C(F)(F)F)ccc1Cl)S(C)(=O)=O in the list: 11.1 | 5.5 | -0.3 | 0.2
COc1ccc(-c2c(C)nn3c(NCCO)c(C)c(C)nc23)cc1 in the list: 1.4 | -18.2 | 0.1 | 0.0
CC(C)CCn1c(SCc2csc3ccc(Cl)cc23)nc2ccsc2c1=O in the list: -5.5 | -3.2 | -0.9 | -0.2
Cc1ccc(S(=O)(=O)NCC(=O)OCc2nnc(-c3ccccc3)o2)cc1C in the list: 20.0 | -14.8 | 1.9 | 0.0
C=CCNC(=O)c1cc(-c2ccc(C)s2)nc2ccccc12 in the list: 14.4 | 0.0 | -0.3 | 0.1

Other results:
SMILES | MITF primary | TEAD-YAP inh | GPR151 ag | FBW7 act
CC(=O)c1cccc(NC(=O)c2ccc(N3CC4CC(C3)c3cccc(=O)n3C4)c(NC(=O)/C=C/c3ccccc3)c2)c1 (stereo not given) | 0.1 | -1.6 | 1.3 | -0.1
CN(C)C(CNCC(=O)NC12CC3CC(CC(C3)C1)C2)c1ccccc1 (stereo not given) | 35.1 | 4.7 | -2.6 | -0.3
CC(C)n1c(Nc2cnccn2)nc2c(NCCN3CCOCC3)ncnc21 | 2.8 | -1.5 | -1.3 | 0.4
CCSCCOC(=O)C1=C(C)NC2=C(C(=O)CC(c3ccccc3)C2)C1c1ccc(Cl)cc1 (stereo not given) | 11.8 | 6.3 | 0.2 | 0.4
Cc1csc(NC(=O)CCc2nc3cccnc3n2Cc2cccs2)n1 | -0.6 | -7.2 | 1.4 | -0.1
O=C(/C=C/c1ccc(F)cc1)OCC(=O)c1c[nH]c2ccccc12 | 4.0 | 5.4 | -0.1 | -0.2
CCOc1cc(/C=C2/NC(=O)NC2=O)ccc1OCc1ccc(Cl)cc1Cl | 5.9 | 8.0 | -1.8 | 0.8
CC1(C)CC(=O)c2cc(OCc3ccc(C(=O)N4CCCCC4)cc3)ccc2O1 | -4.1 | -28.6 | 3.1 | -0.1
Cc1sc2ncn3c(=O)n(CC(=O)NC4CCCC4)nc3c2c1C | -6.0 | 0.4 | -0.7 | 0.0
O=C(NCCc1c[nH]c2ccc(OCc3ccccc3)cc12)c1ccco1 | -9.9 | -2.7 | -2.2 | -0.2
COC(=O)CNC(=O)Cn1ncc2c(=O)oc3ccccc3c21 | 3.7 | 3.2 | 0.5 | 0.0
CCCOc1cccc(C(=O)Nc2ccc3c4c(cccc24)CC3)c1 | 8.2 | -8.5 | -0.6 | 0.0
Cc1ccc(C(=O)Nc2ccc(Cl)cn2)o1 | 12.0 | -30.6 | -3.8 | 0.0
COc1ccc(NC(=O)CSc2nnc(CNC(=O)c3ccc(S(=O)(=O)N4CCCC4)cc3)n2-c2ccccc2OC)cc1 | -8.6 | 0.9 | 0.8 | -0.1
O=C1C2C(C(=O)N1c1ccc3ccccc3c1)C1C=CC2C12CC2 (stereo not given) | 4.1 | -8.6 | -0.3 | 0.0
COC(=O)c1cc(-c2ccccc2Cl)no1 | 9.1 | -5.8 | 3.3 | 1.8
Cc1ccc(SCc2ccc(C(N)=O)cc2)cc1 | 2.8 | -28.9 | -0.3 | 0.0

Looked up above.
For TEAD-YAP inh, Cc1ccc(SCc2ccc(C(N)=O)cc2)cc1 has -28.9
For TEAD-YAP inh, CCCOc1cccc(C(=O)Nc2ccc3c4c(cccc24)CC3)c1 has -8.5

Screening data as filed in PubChem BioAssay.
